MazEF act – activators of E. coli MazEF toxin-antitoxin RNase, primary screen, biochemical, fluorescence, uHTS | Endoribonuclease toxin MazF (Escherichia coli (strain K12)), P0AE70 | FAM/BHQ RNA-DNA oligo cleavage fluorescence, 5 h | activation, % at 20 µM | 0.32% of 350,000 active | AID 504720, 2011; in the data active means activation above about 50%
Target sequence (P0AE70 whole entry, looked up): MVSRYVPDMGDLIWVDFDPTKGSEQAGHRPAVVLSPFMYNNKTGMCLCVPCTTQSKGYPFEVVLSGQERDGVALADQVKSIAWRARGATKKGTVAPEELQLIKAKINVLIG
Vc quorum ag – inducers of Vibrio cholerae quorum light production without autoinducers, primary screen, BH1578 luxS cqsA deficient, single point | V. cholerae BH1578 lux reporter, luminescence, 6 h | activation, % at 18.7 µM | 0.16% of 350,000 active | AID 588436, 2011; in the data active means activation mostly above about 9.7%, no sharp cut-off; further: not every result past the cut was called active; inactives centre near 0; reference of the scale not given here
CCHFV vOTU inh – CCHFV vOTU protease inhibitors, primary screen, biochemical, Pep-AMC substrate, fluorescence; inhibition, % at 11.5 µM; 0.55% of 370,000 active; AID 651958, 2012; in the data active means inhibition above about 30%; further: 0% = vehicle wells with enzyme and 100% = no enzyme wells
TcdB GH inh – TcdB glycohydrolase inhibitors, primary screen, biochemical, single point, plate reader; Toxin B (Clostridioides difficile), P18177; TcdB glycohydrolase enzymatic assay; inhibition, % at 9.99 µM; 0.24% of 350,000 active; AID 652162, 2013; in the data active means inhibition above about 10%
PriA SSB inh – inhibitors of Klebsiella pneumoniae PriA binding to SSB C-terminal tail, primary screen, biochemical, AlphaScreen | AlphaScreen SSBct-PriA binding, biotinylated peptide | PriA–SSB C-terminal tail interaction (Klebsiella pneumoniae) | inhibition, % at 33 µM | 0.6% of 430,000 active; in the data active means inhibition mostly above about 37%, no sharp cut-off; inactive means mostly below about 20%;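 further: plate controls were negative control peptide for no effect and reference peptide for full effect; strong numbers were not always called active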
Y pestis TopoI – Yersinia pestis topoisomerase I inhibitors, primary screen, biochemical, cleavage product accumulation, plate reader, single point | activity, % at 10 µM | Y. pestis Topo-I cleavage product accumulation | 0.064% of 360,000 active | DNA topoisomerase I (Yersinia pestis CO92) | AID 504884, 2011; in the data active means activity above about 50%, passing the limit was not always enough; further: inactives centre near 2
PrPC TRFRET – inhibitors of human cell surface prion protein PrPC, primary screen, cell-based, TR-FRET; Major prion protein (Homo sapiens), P04156; TR-FRET read-out; inhibition, % at 13.8 µM; 0.43% of 370,000 active; AID 720596, 2013; in the data active means inhibition above about 24%; further: 0% = median of the test wells and 100% = reference compound wells
SARS 3CLpro inh – SARS-CoV 3CLpro protease inhibitors, primary screen, biochemical, quenched FRET; 0.14% of 290,000 active; recombinant SARS-CoV 3CLpro, quenched FRET peptide cleavage; AID 1706, 2009; inhibition, % at 6 µM; Replicase polyprotein 1ab (Severe acute respiratory syndrome coronavirus), P0C6X7; in the data active means inhibition above about 12%
Rv3671c protease – Rv3671c serine protease inhibitors, primary screen, biochemical, fluorescence polarization, M. tuberculosis H37Rv | 0.048% of 320,000 active | P9WHR9 | inhibition, % at 5.96 µM; in the data active means inhibition above about 38%;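 further: extracellular domain of Rv3671c used as enzyme; 0% = enzyme with DMSO and 100% = no enzyme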
Target sequence (P9WHR9 whole entry, looked up, the tested form may be a part): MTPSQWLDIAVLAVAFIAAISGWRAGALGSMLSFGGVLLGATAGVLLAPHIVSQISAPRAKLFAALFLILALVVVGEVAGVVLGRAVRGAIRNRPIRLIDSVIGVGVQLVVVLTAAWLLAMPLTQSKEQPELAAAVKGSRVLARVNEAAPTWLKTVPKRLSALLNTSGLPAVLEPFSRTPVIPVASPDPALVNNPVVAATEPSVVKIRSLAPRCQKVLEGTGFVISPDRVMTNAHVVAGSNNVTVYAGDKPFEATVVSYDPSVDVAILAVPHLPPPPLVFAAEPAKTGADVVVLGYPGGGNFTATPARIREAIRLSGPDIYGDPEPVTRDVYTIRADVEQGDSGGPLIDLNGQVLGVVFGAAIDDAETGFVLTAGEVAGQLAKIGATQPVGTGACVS
DUSP3 inh – VHR1 phosphatase inhibitors, primary screen, biochemical, absorbance, uHTS; Dual specificity protein phosphatase 3 (Homo sapiens), P51452; inhibition, % at 13.3 µM; 0.52% of 290,000 active; recombinant VHR phosphatase, pNPP absorbance; AID 1654, 2009; in the data active means inhibition above about 50%; further: some compounds called inactive have numbers as strong as hits
Target sequence (P51452 whole entry, looked up): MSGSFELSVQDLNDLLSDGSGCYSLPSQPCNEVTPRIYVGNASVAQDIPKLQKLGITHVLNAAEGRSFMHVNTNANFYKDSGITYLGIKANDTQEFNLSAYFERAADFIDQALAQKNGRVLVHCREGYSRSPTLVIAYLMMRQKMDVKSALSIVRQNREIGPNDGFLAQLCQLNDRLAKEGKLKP
The depositor's hits bear a star; i = inactive; . = no result given. Only part of the results is shown; the hit share may differ from the screen's.

SMILES	MazEF act	Vc quorum ag	CCHFV vOTU inh	TcdB GH inh	PriA SSB inh	Y pestis TopoI	PrPC TRFRET	SARS 3CLpro inh	Rv3671c protease	DUSP3 inh
O=C(NCC(=O)N(CC1CCCO1)C(C(=O)NC1CCCC1)c1ccc(F)cc1)c1ccco1 (stereo not given)	5	7.7	-3	.	-19	5	0	3	-4	14
CN(C)c1ccc(CNc2ccc3c(c2)ncn3C(C)(C)C)cc1	-7	-0.4	-16	-0.7	14	9	11	4	4	-5
CN1CCN(CP(=O)(N2CCOCC2)N2CCOCC2)CC1	-12	-0.6	14	.	-24	-1	-1	-2	-1	-4
O=C(NCc1ccc2c(c1)OCO2)C1CCN(c2ncccn2)CC1	-4	i	1	.	-7	-2	-7	2	-3	14
Cc1ccccc1NC(=O)COC(=O)c1c[nH]c(=O)[nH]c1=O	3	i	-15	0.3	-12	10	-4	2	5	24
CCCCCSc1nc2c(c(=O)[nH]c(=O)n2C)n1CC	-3	i	-5	0.0	-3	3	6	-7	7	.
CCOc1ccc(NC(=O)c2ccc(C#CC(C)(C)O)cc2)cc1	-2	i	4	.	-10	-9	6	-4	3	3
N#Cc1c(Nc2ccccc2)c(C=NCCN2CCOCC2)c[nH]c1=O	10	-0.4	7	.	-8	-3	5	-3	-2	40
O=C1CC(NS(=O)(=O)c2ccc([N+](=O)[O-])cc2)CN1c1ccc2c(c1)OCCO2 (stereo not given)	0	-0.2	9	-0.7	0	1	-34	.	-1	.
CCCCN1C(=O)/C(=C/C=C2\Oc3ccccc3N2CC)SC1=S	i	-0.3	12	0.0	-3	0	-15	2	.	20
CCNC(=O)C1CCCN(C(=O)c2c(-c3ccccc3)noc2C)CC1 (stereo not given)	.	-0.9	-11	0.0	.	-3	-5	.	.	.
CCCCN(C(=O)c1cc(-c2ccco2)nc2ccccc12)c1c(N)n(CCCC)c(=O)[nH]c1=O	.	-7.1	-5	1.8	-13	2	-1	.	-6	.
CC(=O)N1/C(=C/c2ccc(N(C)C)cc2)C(=O)c2ccccc21	-14	-0.5	1	-0.6	4	6	5	-1	.	-8
Cc1ccc2c(c1)N(C(=O)CCC(=O)NCCCN1CCN(C)CC1)CCO2	-5	-0.3	-3	0.6	-6	1	0	-2	3	-14
Cn1cnc([N+](=O)[O-])c1Oc1cccc2ccccc12	-4	-0.3	-12	.	-25	-6	6	6	-3	4
O=C(NC1CCN(C(=O)c2ccccc2Br)CC1)c1ccccc1	2	0.6	-5	-1.1	3	-4	7	0	4	-18
Cc1ccc(C(=O)n2nnc3ccccc32)cc1[N+](=O)[O-]	6	-0.9	6	.	-16	1	-3	-3	-2	0
O=C(CN1C(=O)/C(=C\c2cccc(F)c2)Oc2ccccc21)N1CCN(c2ccccn2)CC1	0	-0.9	8	.	1	-5	1	0	-10	-7
Cc1ccc(NC(=S)N2CC(C)OC(C)C2)cc1C (stereo not given)	3	i	0	1.8	6	-3	0	-3	.	23
COc1cc(F)ccc1-c1csc(C(NC(C)=O)c2ccccc2)n1 (stereo not given)	.	i	-4	-0.2	.	11	-6	.	.	.
COc1ccc(CNC(=O)COc2cc3c(c4oc(=O)cc(C)c24)CCC(C)(C)O3)c(OC)c1	.	-0.3	-13	0.3	.	24	2	.	.	.
CCCC[n+]1ccn(-c2nc3c([N+](=O)[O-])cccc3n2C)c1	5	-0.6	-2	0.1	-17	2	-8	-2	.	27
NCCCC[C@@H](C(=O)N1CCNCC1)n1cc([C@@H](N)CO)nn1	8	-11	-9	.	4	-8	5	-1	-4	3
Cc1nc(NC(=O)C2CC2)sc1C(=O)Nc1cccc(Cl)c1	17	1.3	0	-1.1	-15	-18	21	2	.	-4
O=C(CCS(=O)(=O)Cc1ccc(Cl)cc1)NCCCN1CCN(c2ccccc2F)CC1	8	-0.2	8	.	-3	19	1	0	2	-8
O=C(COc1ccccc1Cl)N1CCc2ccccc21	8	i	14	0.5	-1	13	5	2	.	39
COC(=O)c1ccc(NS(=O)(=O)c2ccc(S(=O)(=O)N3CCOCC3)cc2)cc1	4	-6.3	21	-6.1	10	-3	7	.	-4	.
C=CCOC(=O)C1=C(C)NC(SCC(N)=O)=C(C#N)C1c1cccs1 (stereo not given)	-6	i	0	.	-4	-8	-2	2	2	12
Cc1cc(NC(=O)CN2C(=O)S/C(=C\c3ccccc3)C2=O)no1	-14	i	-4	-0.2	-16	5	3	-2	-3	28
Cc1ccc(NC(=O)CSCC(=O)NCCc2ccccc2)cc1	1	i	2	-0.6	-5	-2	12	7	-2	-14
O=C1ON=C(c2cccc([N+](=O)[O-])c2)/C1=C/c1ccc(O)cc1	-15	-0.2	13	-1.8	-6	-16	-5	3	-6	13
CCOC(=O)c1cc2n(n1)C(C(F)(F)C(F)(F)F)CC(C)N2 (stereo not given)	1	i	5	.	-5	-6	-5	-6	0	5
COc1ccc(NC(=O)N2CCCC2C(=O)Nc2ccc(C)cc2C)cc1 (stereo not given)	7	0.4	-3	1.1	-7	-3	4	-2	0	21
Cc1ccccc1NC(=O)c1cccc(C(F)(F)F)c1	3	-0.6	8	-2.3	-2	4	12	2	2	-10
CC1(C)C(=O)C2(C(=O)NCc3ccccc3)CCC1C2 (stereo not given)	0	-1.2	8	0.6	-15	2	0	2	12	1
N=c1nc(N)nc2n1NC(c1ccc(F)cc1)=CS2	9	-2.0	-9	2.7	7	-4	-17	0	1	-15
O=C(CSc1nc2ncc(Br)cc2[nH]1)Nc1ccccc1-c1ccccc1	3	-0.9	16	1.7	-3	20	9	7	-12	17
O=C(Nc1ccc(S(=O)(=O)N2C[C@@H]3C[C@@H](C2)c2cccc(=O)n2C3)cc1)c1ccc(F)cc1	9	-0.3	-2	0.8	.	3	-4	.	2	.
c1ccc(-c2cc(-c3nnc4sc(-c5ccccn5)nn34)[nH]n2)cc1	16	i	14	.	-5	37	9	-3	-20	13
CON(C)c1nc(OCCNC(=O)OCc2ccc(Cl)cc2C)nc(N(C)C)n1	5	-0.2	11	.	-5	16	1	-1	-4	-9
O=C(NCc1ccccc1)c1cc(-c2cccs2)on1	-7	-0.1	9	1.3	-6	2	4	1	-8	-1
O=C(CNCCc1ccc(F)cc1)Nc1cc(F)ccc1F	8	-0.6	6	0.4	-8	5	6	-2	6	2
COC(=O)[C@H]1C[C@@]2(O)CN(S(=O)(=O)c3ccc(C)cc3)C[C@@]2(OC(=O)NC2CCCC2)C[C@H]1C(=O)OC	6	-0.4	18	0.4	.	5	-5	.	.	.
Cc1cc(/C=C(/C#N)C(=O)O)c(C)n1CCC(C)C	0	-0.3	8	-3.3	2	4	-10	2	-11	1
Oc1ccc(Cc2ccccc2Cl)c(O)c1	-6	-7.1	0	13*	1	-10	1	.	.	.
COc1ccccc1N1CCN(C(=O)CSc2nc(C)c(Cc3ccccc3)c(=O)[nH]2)CC1	3	i	11	.	-19	9	-2	3	6	25
Cc1nc2ccccn2c1-c1nnco1	2	-0.5	-1	.	-3	0	-3	-2	-2	32
COC(=O)c1ccccc1NC(=O)CCCN1C(=O)C(c2ccccc2)Oc2cccnc21 (stereo not given)	-2	1.2	-8	1.5	-2	28	4	0	-3	-31
COc1cc(NC(=O)Nc2nnc([C@H]3C[C@H](O)[C@@H](CO)O3)s2)cc(OC)c1OC	.	-0.4	10	-2.5	.	8	0	.	.	.
COc1cc(C2C(C(=O)OCCC#N)=C(C)NC3=C2S(=O)(=O)c2ccccc23)cc(OC)c1OC (stereo not given)	5	-0.4	-6	.	-4	6	4	-6	3	27
CN(C)/C=N/C(=S)Nc1ccccc1F	8	i	-5	.	.	-2	-3	1	4	-10
COCCNC(=O)NC(=O)CN1CCN(C(c2ccccc2)c2ccccc2)CC1	6	-0.3	-6	-1.2	-6	18	10	-3	2	15
C=CCn1c(=O)c2c(nc3n2CCCN3Cc2ccccc2)n(C)c1=O	7	-7.1	9	-1.0	-12	3	9	-7	-4	73
Cc1[nH]c2ccccc2c1C(=O)C(=O)NCCCc1ccccc1	5	i	-2	1.7	2	-6	-1	-2	-10	50
N#Cc1ccc(NC(=O)c2cc(S(=O)(=O)N3CCOCC3)ccc2N2CCCC2)cc1	5	-0.2	-5	-0.2	-6	-13	11	.	2	.
COc1ccc(NC(=O)Cn2nnc3ccccc32)c([N+](=O)[O-])c1	13	i	-17	1.8	-10	4	-26	4	4	14
C=C(C)Cn1c(-c2ccccc2)nc2ccccc21	-6	-0.2	16	.	-4	3	-3	-4	-7	32
COc1ccc(CCNC(=O)CCCc2ccccc2)cc1	8	-2.4	5	1.6	1	10	5	2	-3	2
COc1ccc(Cl)cc1NC(=O)COC(=O)c1c(-c2ccccc2)noc1C	3	i	-2	0.4	-9	21	6	.	-8	.
N#CCCn1cc(C(=O)Nc2ccccc2Cl)c(-c2ccc([N+](=O)[O-])cc2)n1	-2	-0.8	-7	0.6	-4	-6	-14	-3	-3	-1
Next section:
SMILES	MazEF act	Vc quorum ag	CCHFV vOTU inh	TcdB GH inh	PriA SSB inh	Y pestis TopoI	PrPC TRFRET	SARS 3CLpro inh	Rv3671c protease	DUSP3 inh
CC(C)CCC(CCNCc1ccccn1)c1ccc(Cl)cc1 (stereo not given)	12	-5.6	0	1.8	-12	11	2	5	3	-13
COc1cccc(N2CCN(C(=O)CCNS(=O)(=O)c3ccc4c(c3)c(=O)n(C)c(=O)n4C)CC2)c1	10	-3.6	-8	0.4	-9	2	1	2	-2	14
CC(=O)N1N=C(c2ccccc2OC(=O)/C=C/c2ccccc2)CC1c1ccccc1 (stereo not given)	2	.	3	1.2	2	.	-4	-2	2	-24
O=C(N/N=C/c1ccncc1)c1cc2c(ccc3ccccc32)o1	-7	i	-18	.	.	19	-9	-2	-15	16
CCCN(C(=O)c1ccc(N2CCCC2=O)cc1)C1CCS(=O)(=O)C1 (stereo not given)	1	-0.7	-11	0.6	1	10	8	.	5	.
CCOc1cc(S(=O)(=O)Nc2ccccc2CC)ccc1Cl	-3	-0.3	11	.	-34	22	7	1	-15	6
Cc1ccc(CN2C(=O)CSC2c2cccnc2)cc1 (stereo not given)	-2	i	-5	0.1	-11	-2	-2	3	5	22
Cc1ccc(C)c(Nc2nc(-c3ccncc3)nc3ccccc23)c1	19	i	-9	-1.0	-6	6	-3	-5	-6	11
COCCSc1nc2sc3c(c2c(=O)n1-c1ccccc1)CCN(C)C3	-10	i	.	.	0	6	.	3	0	-4

Some of these compounds in order of number of heavy atoms, rising:
SMILES	MazEF act	Vc quorum ag	CCHFV vOTU inh	TcdB GH inh	PriA SSB inh	Y pestis TopoI	PrPC TRFRET	SARS 3CLpro inh	Rv3671c protease	DUSP3 inh
CCOc1cc(S(=O)(=O)Nc2ccccc2CC)ccc1Cl	-3	-0.3	11	.	-34	22	7	1	-15	6
CC(C)CCC(CCNCc1ccccn1)c1ccc(Cl)cc1 (stereo not given)	12	-5.6	0	1.8	-12	11	2	5	3	-13
O=C(N/N=C/c1ccncc1)c1cc2c(ccc3ccccc32)o1	-7	i	-18	.	.	19	-9	-2	-15	16
Cc1ccc(C)c(Nc2nc(-c3ccncc3)nc3ccccc23)c1	19	i	-9	-1.0	-6	6	-3	-5	-6	11
CC(=O)N1N=C(c2ccccc2OC(=O)/C=C/c2ccccc2)CC1c1ccccc1 (stereo not given)	2	.	3	1.2	2	.	-4	-2	2	-24

Screens as filed in PubChem.
